Bioassay records: PubChem BioAssay, several laboratories
LAP4 TOR yeast = modulators of LAP4-GFP expression in yeast, primary screen, S. cerevisiae, multiplex flow cytometry, MLPCN library. hit rate 0.34% among 320,000. 3 h; median GFP as percent of DMSO wells. GFP response vs DMSO, % at 10 µM;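 active = GFP response vs DMSO above a set limit, about the screen mean plus 3 SD, cut at about 150% in these data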
GRK2 inh = compounds blocking aptamer binding on GRK2 – biochemical, human GRK2, bead flow cytometry, HTS, primary screen; inhibition of aptamer binding, % at 10 µM; FAM-aptamer displacement from GRK2; hit rate 0.59% among 330,000;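 active = inhibition of aptamer binding above 40%, roughly 3 SD of noise, on plates passing a quality check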;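 also: median bead fluorescence of bound FAM aptamer so fluorescent compounds give negative values; no value below 0 was filed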
CIT2 TOR yeast = modulators of CIT2-GFP expression in yeast, primary screen, S. cerevisiae, GFP fusion, multiplex flow cytometry, MLPCN library | S. cerevisiae CIT2-GFP strain, 3 h; 100 means same as DMSO wells | hit rate 0.065% among 320,000 | AID 2029, 2009 | GFP response vs DMSO, % at 10 µM;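 active = GFP response relative to DMSO above a set limit, near the screen mean plus 3 SD, cut at about 150% in these data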;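 also: ratio of well median GFP fluorescence to mean of DMSO wells on the plate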
JMJD2C inh = inhibitors of GASC-1 histone demethylase, primary screen, biochemical, fluorescence, DELFIA europium. Lysine-specific demethylase 4C (Homo sapiens), Q9H3R0. GST-JMJD2C(1-420) H3K9me3 demethylation. inhibition, % at 2.35 µM. hit rate 0.069% among 330,000. AID 2099, 2009;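 active = more than half of a compound's replicate wells show inhibition beyond 50%, single wells judged on their own value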;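 also: signal counts dimethyl H3K9 product captured on neutravidin plate; 0% = median of DMSO wells and 100% = 0.3 times that DMSO median; strong numbers were not always called active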
VLA-4 inh = inhibition in human VLA-4 binding assay, primary screen, VLA-4 allosteric modulator project, MLPCN library, flow cytometry, VLA-4 expressing cells | ligand binding flow cytometry | inhibition, % (about 7 µM as worked out from the volumes in the protocol) | AID 2557, 2010 | hit rate 0.2% among 330,000 | Integrin alpha-4 (Homo sapiens), P13612; in the data active = inhibition above about 50%
Target sequence (P13612 whole entry, looked up): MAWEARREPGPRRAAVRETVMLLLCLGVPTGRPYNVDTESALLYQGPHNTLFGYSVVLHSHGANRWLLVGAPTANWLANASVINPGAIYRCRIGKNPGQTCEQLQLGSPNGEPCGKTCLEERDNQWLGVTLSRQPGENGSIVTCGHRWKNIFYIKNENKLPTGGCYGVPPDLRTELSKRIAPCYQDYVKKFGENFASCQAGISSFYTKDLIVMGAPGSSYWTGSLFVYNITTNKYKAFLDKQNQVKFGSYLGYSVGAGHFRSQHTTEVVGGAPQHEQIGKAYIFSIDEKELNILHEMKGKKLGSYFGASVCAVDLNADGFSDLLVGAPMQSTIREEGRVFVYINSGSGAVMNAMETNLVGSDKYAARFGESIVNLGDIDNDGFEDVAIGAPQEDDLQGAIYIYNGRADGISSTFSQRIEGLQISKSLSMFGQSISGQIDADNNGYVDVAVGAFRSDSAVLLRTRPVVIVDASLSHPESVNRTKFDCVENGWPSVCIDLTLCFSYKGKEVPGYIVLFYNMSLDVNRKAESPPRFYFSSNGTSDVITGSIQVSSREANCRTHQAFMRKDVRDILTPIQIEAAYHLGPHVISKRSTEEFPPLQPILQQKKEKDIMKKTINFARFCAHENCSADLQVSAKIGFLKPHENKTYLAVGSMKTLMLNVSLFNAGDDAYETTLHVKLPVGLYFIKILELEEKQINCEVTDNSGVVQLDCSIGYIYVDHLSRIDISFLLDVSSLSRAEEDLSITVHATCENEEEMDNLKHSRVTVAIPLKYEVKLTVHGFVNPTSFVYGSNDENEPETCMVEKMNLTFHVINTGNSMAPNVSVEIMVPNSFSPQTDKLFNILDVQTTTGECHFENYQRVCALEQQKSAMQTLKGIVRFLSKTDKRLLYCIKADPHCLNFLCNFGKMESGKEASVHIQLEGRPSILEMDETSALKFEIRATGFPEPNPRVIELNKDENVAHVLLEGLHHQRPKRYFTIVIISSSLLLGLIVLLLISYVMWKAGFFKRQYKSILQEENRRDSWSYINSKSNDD
RPL19A-GFP yeast = RPL19A-GFP expression modulators in yeast, primary screen, cell-based, S. cerevisiae, multiplex flow cytometry, MLPCN. S. cerevisiae RPL19A-GFP strain, 3 h; active compounds read low. percent response vs DMSO, % at 10 µM. hit rate 0.3% among 330,000;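 active = percent response vs DMSO below 50%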;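 also: median channel GFP fluorescence of the barcoded RPL19A-GFP strain; ratio of sample median GFP to plate DMSO average so 100% = DMSO; lower means less RPL19A-GFP as with rapamycin TOR inhibition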
AGP1 TOR yeast = modulators of AGP1-GFP expression in yeast TOR pathway, primary screen, cell-based, multiplex flow cytometry, S. cerevisiae, MLPCN library. hit rate 0.02% among 320,000. 3 h; GFP as percent of DMSO wells. GFP response vs DMSO, % at 10 µM;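 active = GFP response relative to DMSO above a set limit, near screen average plus 3 SD, cut at about 150% in these data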;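 also: median GFP channel fluorescence of the gated AGP1 strain per well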
MEP2-GFP yeast = modulators of MEP2-GFP levels in yeast, primary screen, S. cerevisiae, multiplex flow cytometry, MLPCN library. AID 2016, 2009. S. cerevisiae MEP2-GFP strain, 3 h; 100% = DMSO control level. GFP response vs DMSO, % at 10 µM. hit rate 0.51% among 330,000;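 active = GFP response versus DMSO above a set limit, roughly screen mean plus 3 SD, cut at about 180% in these data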;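 also: median GFP fluorescence of the barcode-gated MEP2-GFP cells per well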
An asterisk follows results filed as active; · = no result given.

structure,VLA-4 inh,CIT2 TOR yeast,JMJD2C inh,RPL19A-GFP yeast,MEP2-GFP yeast,LAP4 TOR yeast,GRK2 inh,AGP1 TOR yeast
CC(=O)Nc1ccc(/C=N\NC(=O)CNS(=O)(=O)c2ccc([N+](=O)[O-])cc2)cc1,-4,105,0,106,109,97,0,101
O=C(COc1ccc(S(=O)(=O)NCc2ccccc2)cc1)NCC1CCCO1 (stereo not drawn),-2,99,6,104,104,99,0,103
Cc1ccc(S(=O)(=O)CCC(=O)NCc2ccco2)cc1,4,102,6,102,107,99,0,104
CC1CCN(c2c(NCc3ccc(C(=O)NCc4cccnc4)cc3)c(=O)c2=O)CC1,34,97,-7,102,97,89,0,95
COc1cccc(C(c2nnnn2CC2CCCO2)N2CCN(C(=O)c3ccco3)CC2)c1OC (stereo not drawn),29,101,-15,94,99,98,0,104
CSCC[C@@H](Nc1nc(-c2ccccc2)nc2c1oc1ccccc12)C(=O)O,-8,92,·,92,92,87,0,93
Cc1ccc(NC(=O)c2cc(-n3cnnc3)ccc2Cl)cc1,12,104,13,108,98,105,9,94
O=C(CSc1ncc(C(F)(F)F)cc1Cl)N1CCN(S(=O)(=O)c2ccc(Cl)cc2)CC1,21,92,6,99,97,98,1,98
O=C(c1ccc(Cl)cc1)N1CCC(C(=O)N2CCCc3ccccc32)CC1,9,92,-1,94,96,95,1,96
CC(C)(C)S(=O)(=O)c1ccc(S(=O)(=O)C(C)(C)C)s1,4,85,11,93,95,91,0,93
O=C(Nc1ccccc1)c1ccc(-c2ccc([N+](=O)[O-])cc2)o1,3,94,10,106,101,103,0,91
O=C(CCc1ccccc1)NNC(=O)c1ccc(F)cc1,5,108,-4,100,104,105,1,104
CCOCCn1c(=O)c2c(nc3n2CCCN3CCc2ccccc2)n(C)c1=O,6,97,1,103,112,106,1,104
Cc1ccc(N(C)S(=O)(=O)c2c(C)[nH]c(C)c2C(=O)N2CCCC2)cc1,15,102,-1,101,104,114,2,110
CCCCNC(=S)NNC(=O)c1ccncc1,1,94,-15,99,93,103,3,102

Next section, overlapping the part above by three compounds.
structure,VLA-4 inh,CIT2 TOR yeast,JMJD2C inh,RPL19A-GFP yeast,MEP2-GFP yeast,LAP4 TOR yeast,GRK2 inh,AGP1 TOR yeast
CCOCCn1c(=O)c2c(nc3n2CCCN3CCc2ccccc2)n(C)c1=O,6,97,1,103,112,106,1,104
Cc1ccc(N(C)S(=O)(=O)c2c(C)[nH]c(C)c2C(=O)N2CCCC2)cc1,15,102,-1,101,104,114,2,110
CCCCNC(=S)NNC(=O)c1ccncc1,1,94,-15,99,93,103,3,102
CCN(C(=O)COC(=O)c1cccnc1Nc1ccccc1F)C1CCS(=O)(=O)C1 (stereo not drawn),4,105,0,92,110,123,2,110
COc1ccc(C2NC(=O)NC(C)=C2[N+](=O)[O-])cc1OC (stereo not drawn),10,100,10,100,109,102,0,104
CCN(C(=O)C1CCCN1S(=O)(=O)c1cccc2nsnc12)c1ccccc1 (stereo not drawn),7,93,1,100,103,99,2,106
CC(=O)N1CCSc2ccc(S(=O)(=O)Nc3ccc(C)cc3)cc21,2,97,-7,90,81,88,0,84
COc1cccc(C(=O)NC(=O)Nc2cc(C)[nH]n2)c1,-3,85,31,88,79,92,0,88
O=C(c1cc(-c2ccccc2Cl)nc2ccc(Br)cc12)N1CCN(c2ccccn2)CC1,-3,94,-23,104,97,78,0,93
CN(C)S(=O)(=O)c1ccc(Cl)c(NC(=O)CSc2nc3ccccc3c(=O)n2CCCN2CCOCC2)c1,5,102,-3,98,105,101,1,99
Cc1cc(C)cc(NC(=O)CCCSc2nc3ccccc3[nH]2)c1,4,103,0,104,103,102,3,104
Cc1cc(C)c(S(=O)(=O)c2ccccc2)c(OC(=O)c2c(F)cccc2Cl)n1,-31,94,0,98,102,109,2,105
CC(C)(C)n1nnnc1CN1C2CCC1CC(NC(=O)Nc1ccccc1)C2 (stereo not drawn),-6,99,-28,101,101,111,4,103
COc1cccc(NC(=O)CN(C)C(=O)c2ccc(COc3ccccc3)o2)c1,-10,94,-3,96,96,100,0,93
Nc1ncnc2c1ncn2[C@@H]1O[C@H](CNCc2cn(CC(=O)NC3CC3)c3ccccc23)[C@@H](O)[C@H]1O,41,94,3,88,88,84,4,95
CCN1CCN(c2cc(C)c3cc(NC(=S)N4CCN(c5ccc(F)cc5)CC4)ccc3n2)CC1,-11,97,7,97,104,102,0,99
COc1ccccc1NS(=O)(=O)c1cc(NC(=O)Cn2cnc3c2c(=O)n(C)c(=O)n3C)ccc1C,5,95,-5,101,101,105,0,90
Cc1ccc(S(=O)(=O)N2CCCCC2)cc1NC(=O)CSCC(=O)O,-3,93,-1,94,92,86,0,91
Cc1nn(-c2cccc([N+](=O)[O-])c2)c(N)c1-c1ccccc1,4,100,-3,101,106,108,0,101
Cn1c(Cl)cnc1C1CC(=O)c2cc(Cl)ccc2O1 (stereo not drawn),6,93,71,93,100,210*,0,98
CCn1c(SC)nc2cc(S(=O)(=O)N3CCCCC3)ccc21,10,109,1,101,100,101,0,103
Cc1cc(OCc2nc(-c3ccc(NC(=O)c4cccnc4)cc3)no2)ccc1Cl,10,95,-11,95,104,104,2,·
O=C(CSc1nnnn1-c1ccccc1)Nc1ccc(N2CCOCC2)cc1,7,106,12,89,112,111,2,101
Cc1cc(N2CCN(Cc3ccccc3)CC2)n2nc(C)c(-c3ccccc3)c2n1,6,95,0,94,100,101,4,100
Cc1ccc(-c2nc(NC(=O)c3nn(C)cc3[N+](=O)[O-])sc2C)cc1,-23,93,1,98,102,106,1,100
C/C(Cl)=C/Cn1c(SC(C)C)nc2c1c(=O)[nH]c(=O)n2C,-2,99,·,102,96,98,0,98
COc1ccc(N(CC(=O)Nc2ccc(F)cc2)S(=O)(=O)c2ccccc2[N+](=O)[O-])c(OC)c1,-3,101,6,95,100,92,0,99
Cc1cccc(NC(=O)c2ccc([N+](=O)[O-])cc2Cl)n1,28,95,0,101,101,102,3,96
Cn1c(SCC(=O)NCCc2ccccc2)nnc1-c1ccco1,3,109,-2,99,107,102,1,103
Cc1c(C(=O)N2CCN(C)CC2)oc2ccc(S(=O)(=O)N3CCOCC3)cc12,-8,100,4,98,101,102,0,100
COc1cc(OC)c(OC)cc1CNC(=O)c1cc(=O)[nH]c2ccccc12,3,103,-12,103,104,92,0,103
COCC(=O)N1CCC(Oc2ccc(C(=O)NCCCC3CCCC3)cc2)CC1,2,108,0,105,98,63,3,83
CC(OC(=O)c1nccnc1N)C(=O)Nc1ccc(S(=O)(=O)N2CCCC2)cc1 (stereo not drawn),-1,92,-5,99,94,94,0,99
Cc1ccc(NC(=O)Cn2cnc3c(nnn3Cc3ccc(F)cc3)c2=O)cc1,26,107,2,102,101,85,0,100
Cc1ccc(C(=O)c2cc([N+](=O)[O-])ccc2N2CCCCC2)cc1,26,103,7,104,105,97,1,104
O=C(C1COc2ccccc2O1)N1CCCC1 (stereo not drawn),11,84,5,96,94,91,1,108
CNS(=O)(=O)c1ccc2c3c(cccc13)C(=O)N2C,-1,92,12,103,103,88,0,112
CC1CC(Nc2ccccc2)c2ccccc2N1C(=O)c1cccnc1 (stereo not drawn),-12,104,-16,98,91,94,2,98
COc1ccccc1C(=O)NC(CCSC)C(=O)NNC(=O)c1csc(N2CCOCC2)n1 (stereo not drawn),-4,89,2,95,97,89,3,92
CC(C)CC(=O)NC(C)C(c1cccs1)N1CCOCC1 (stereo not drawn),-54,97,0,98,95,105,1,105
Cc1ccc(NCc2n[nH]c(=S)n2-c2ccccc2)cc1Cl,5,95,-8,100,104,102,1,106
COc1ccc(NC(=S)N(CCCN2CCCC2)Cc2ccco2)cc1,16,86,119,99,103,91,0,88
CC(=O)Nc1ccc(Nc2nc3c(S(=O)(=O)c4ccc(C)c(C)c4)nnn3c3ccccc23)cc1,3,106,0,103,103,90,1,100
COC(=O)c1cc(OC)c(OC)cc1NC(=S)N1CCN(c2ccccn2)CC1,19,111,5,102,106,113,0,110
CCc1nn2cc(C(=O)c3cc(C)ccc3O)cnc2c1-c1ccc(F)cc1,0,92,6,102,99,90,0,101
COC(=O)c1[nH]c2ccc(F)cc2c1NS(=O)(=O)c1ccc(F)c(C)c1,-21,102,13,106,105,100,0,100
Cc1cc2nc(-c3ccc(SCC(=O)Nc4ccc(S(=O)(=O)NC5CC5)cc4)nc3)[nH]c2cc1C,-13,110,1,97,97,94,0,102
CC(C)CCOP(=O)(c1ccc(N(C)C)cc1)C(O)c1ccccc1F (stereo not drawn),-12,119,3,102,102,80,0,96
Cc1ccc(C(=O)NC(=S)NNC(=O)COc2ccc([N+](=O)[O-])cc2)cc1,29,103,4,100,107,124,2,106
Cc1cccc(N2CCN(C(=O)CSc3ccsc3[N+](=O)[O-])CC2C)c1 (stereo not drawn),-27,90,3,102,102,103,0,98
CCN1C(=O)[C@H]2[C@@H](c3ccc(-c4cccc(Cl)c4)c(OC)c3)N[C@@](C)(C(=O)OC)[C@H]2C1=O,-2,78,2,94,92,103,1,83
Cc1c(/C=N\NC(=O)C2COc3ccc(C(C)(C)C)cc3O2)c2ccccc2n1C (stereo not drawn),-6,104,-5,112,96,93,0,100
Nc1nc(-c2ccc(Oc3ccccc3)cc2)cs1,14,103,-17,88,83,91,2,78
Cn1c2c(c(=O)n(C)c1=O)C(c1ccc(C(F)(F)F)cc1)CC(=O)N2 (stereo not drawn),7,95,19,101,88,107,1,85
CCCC1(C(=O)OCC)NC(c2cc(OC)c(OC)c(OC)c2)C2C(=O)N(CC)C(=O)C21 (stereo not drawn),-3,98,-13,95,91,92,1,97
COc1ccc(S(=O)(=O)N2CCCCCC2)cc1NC(=O)c1ccccc1F,-9,91,-1,105,106,96,0,92
O=C(NC1CSC/C1=N\O)c1ccccc1 (stereo not drawn),-1,107,-1,106,109,105,5,111
Cc1ccc(S(=O)(=O)N2CCN(C(=O)NCc3ccc(F)cc3)CC2)c(C)c1,7,99,-3,103,112,103,0,98
COc1ccc(NC(=O)c2oc3ccccc3c2NC(=O)C2CC2)cc1OC,-6,101,22,100,102,102,2,98
Cc1cc(C)cc(N2CC(C)Cn3c2nc2c3c(=O)[nH]c(=O)n2C)c1 (stereo not drawn),-22,94,-5,101,103,91,1,88
CC(C)CCN(C(=O)c1csnn1)C(C(=O)NC1CCCC1)c1ccccc1 (stereo not drawn),-5,96,58,99,99,91,0,91
COc1cc(NC(=S)NN2CCN(C)CC2)cc(OC)c1,-1,·,8,102,100,85,0,97
CC(C)c1ccc(C2c3[nH]c4ccccc4c3C[C@H]3C(=O)N(c4ccccc4C(=O)N4CCC(C(=O)O)CC4)C(=O)N23)cc1 (stereo partly drawn),-5,97,4,104,108,109,5,109
O=C(CCNC(=O)c1ccc([N+](=O)[O-])cc1)Nc1cc(Cl)ccc1N1CCOCC1,1,88,9,85,90,76,0,84
Oc1ccc(C(=S)N2CCN(Cc3ccccc3)CC2)cc1,-10,115,-15,101,100,112,0,102
